FLuc inh counter – counter-screen for luciferase assay inhibitors: firefly luciferase inhibition. P08659. ATPLite firefly luciferase biochemical luminescence, 10 min. inhibition, % at 10 µM. hit rate 1.5% among 200,000;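 active = inhibition above about 50% when tested at 10 µM, limit read from the data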
Target sequence (P08659 whole entry, looked up): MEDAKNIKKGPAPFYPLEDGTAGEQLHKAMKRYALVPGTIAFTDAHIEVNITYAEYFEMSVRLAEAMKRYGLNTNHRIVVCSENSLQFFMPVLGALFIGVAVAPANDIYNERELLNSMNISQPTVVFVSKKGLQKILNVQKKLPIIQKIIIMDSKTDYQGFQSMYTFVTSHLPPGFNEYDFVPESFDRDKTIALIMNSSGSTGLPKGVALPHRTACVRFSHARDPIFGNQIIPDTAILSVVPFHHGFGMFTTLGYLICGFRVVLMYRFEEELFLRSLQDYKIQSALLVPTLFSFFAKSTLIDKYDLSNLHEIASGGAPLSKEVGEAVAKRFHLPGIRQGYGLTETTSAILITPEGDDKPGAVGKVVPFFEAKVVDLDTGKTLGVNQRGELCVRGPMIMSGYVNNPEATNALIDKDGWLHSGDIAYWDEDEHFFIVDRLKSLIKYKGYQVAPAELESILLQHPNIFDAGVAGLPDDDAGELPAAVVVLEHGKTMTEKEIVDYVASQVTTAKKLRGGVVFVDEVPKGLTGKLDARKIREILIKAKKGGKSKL
Hsp70 activator – transcriptional activators of Hsp70. HeLa Hsp70 promoter luciferase reporter, luminescence; scaled: vehicle 0, proteasome-inhibitor control 100%. activation, % at 10 µM. hit rate 0.04% among 200,000. AID 1203;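 active = activation above the mean across all tested compounds plus 3 SD, cutoff set per campaign, cut at about 5.5% in these data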;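 note: 100% = MG132 at 30 µM as the positive control and 0% = DMSO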
HMGR II inh – E. faecalis class II HMG-CoA reductase inhibition. inhibition, % at 10 µM. hit rate 0.41% among 190,000. purified E. faecalis HMGR, NADPH absorbance 340 nm kinetic. AID 1066;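 active = inhibition above a set limit, the median over all tested compounds plus 3 SD, cut at about 9.5% in these data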;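 note: enzyme runs in reverse so mevalonate oxidation gives rising NADPH absorbance; 0% = complete reaction with DMSO and 100% = background rate lacking mevalonate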
APP 5'UTR act – activates APP 5'UTR luciferase reporter; SH-SY5Y APP 5'UTR luciferase reporter, luminescence; zero percent = DMSO vehicle wells; activation, % at 2 µM; hit rate 1% among 190,000; AID 1276;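 active = activation above a set limit, based on mean plus 3 SD of controls, cut at about 140% in these data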; note: values of inactives mirror those of a sister screen read the other way
STAT1 act – activators of IFN-gamma induced STAT1 signaling; AID 932; hit rate 2.6% among 200,000; NIH 3T3 STAT1-luciferase reporter, luminescence; 100% = IFN-gamma alone, no compound; activation (% of control), % at 5.5 µM;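 active = activation above the screen-wide mean activation plus 3 SD, cut at about 130% in these data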;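 note: raw ratio to IFN-gamma control signal so 100% means no change and 0% no light; values of inactives mirror those of a sister screen read the other way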
FLuc stim CS – affects firefly luciferase, flagging false hits in luciferase stimulation screens | 200,000 tested, under 10 active | activation factor at 10 µM | ATPlite luciferase biochemical, luminescence, 10 min; 0 = ATP-free wells, 1 = DMSO control;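 active = luciferase activation factor, scaled between plate controls, of at least 2 with compound at 10 µM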
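Assay system: Luciferase/luciferin detection reagent, cell-free biochemical luciferase assay / Read-out: luciferase activation / Benchmarks: No-ATP low control, compound-free enzyme-plus-ATP high control / Medium: PBS buffer for ATP / Detection: luminescence measurement of luciferase light output / Schedule: 10 min at ambient temperature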
NF-kB neuron act – compounds increasing NF-kB expression in human neuronal cells; NF-kB reporter expression; hits give high values; fold change at 12.5 µM; hit rate 1.6% among 190,000; AID 1239; in the data active = fold change above about 3.3
G6PDH CS – counter-screen for G6PDH assay hits: L. mesenteroides G6PDH inhibition; Purified L. mesenteroides G6PDH, diaphorase/resazurin coupled fluorescence, 45 min; AID 1020; inhibition, % at 5 µM; hit rate 0.12% among 200,000; in the data active = inhibition above about 50%
APP transl inh – APP translation inhibition. SH-SY5Y APP 5'UTR-luciferase reporter, luminescence. inhibition, % at 2 µM. hit rate 0.82% among 190,000. AID 1285;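 active = inhibition above a set limit, derived from the sample mean plus 3 SD, cut at about 45% in these data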; note: values of inactives mirror those of a sister screen read the other way
Redox H2O2 prof – compounds producing H2O2 with reducing agent – biochemical, NIH compound library profiling, artefact control for MLSCN library redox annotation, primary screen. activation, % at 10 µM. hit rate 0.03% among 200,000. AID 878. DTT-dependent redox cycling H2O2, phenol red/HRP absorbance; 100% = 100 µM peroxide control, 0% = buffer;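 active = activation of at least 50% relative to the plate's high and low controls in the primary single-dose screen; inactive = activation below 50%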;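 note: compound incubated with DTT at 0.8 mM final as the reducing agent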
Numbers without * were called inactive; · = not tested or not shown; & = joins results of further samples.

SMILES	FLuc inh counter	Hsp70 activator	HMGR II inh	APP 5'UTR act	STAT1 act	FLuc stim CS	NF-kB neuron act	G6PDH CS	APP transl inh	Redox H2O2 prof
Cc1noc(C)c1C(=O)Nc1nc(C23CC4CC(CC(C4)C2)C3)cs1	2	-0.1	-10	25	88	1	0.9	20	-25	0.4
CCN(Cc1ccccc1)c1ccc(/C=N/N=C(N)N)cc1	-8	-0.3	-4	-23	101	1.1	1	16	23	0.0
COc1ccc(C(=O)COC(=O)c2ccco2)cc1	72*	0.1	-3	66	116	0.3	3	0	-66	-0.6
O=C1CC(c2ccccc2)=Nc2ccccc2N1	0	-0.1	-2	0	96	1	1.6	12	0	0.3
CCOC(=O)c1cccnc1NC(=O)c1ccccc1	-6	-0.2	-4	-5	94	1.1	1.1	3	5	-0.3
CC(C)N1CCC(N2CCN(Cc3ccc(C#CC(C)(C)O)s3)CC2CCO)CC1 (centres undefined)	-4	-0.3	-3	26	94	1	0.94	8	-26	0.8
CN(C)S(=O)(=O)N1CCN(S(=O)(=O)c2ccccc2)CC1	-1	-0.1	-5	0	97	1	1	-1	0	-0.6
CCc1ccc(-n2c(C)nc3cc(C(=O)NCc4cccnc4)ccc32)cc1	-5	-0.3	-1	-10	116	1	0.81	4	10	0.0
Cc1nnc(SC(C(=O)Nc2ccc(Cl)c([N+](=O)[O-])c2)c2ccccc2)[nH]c1=O (centres undefined)	-9	-0.1	-6	-10	101	1.1	1.2	4	10	9.7
N#C/C(=C(/O)c1ccccc1F)c1nc2cc(C(F)(F)F)ccc2s1	0	0.4	0	-5	111	1	1.2	6	5	-0.7
Cc1[nH]c(=O)[nH]c(=O)c1/C=N/NC(=O)[C@H](CC(C)C)NC(=O)OC(C)(C)C	8	-0.2	-2	11	96	0.9	0.97	-2	-11	0.1
CCN(CC)c1ccc(NC(=S)NC(=O)c2ccco2)cc1	8	0.6	1	97	142*	0.9	1.6	5	-97	-0.8
CCOC(=O)C1(Nc2nccs2)Sc2ccccc2NC1=O (centres undefined)	1	0.3	0	-11	94	1	1.3	5	11	2.1
CCOC(=O)c1sc(NC(=O)CSc2ncn[nH]2)c(C#N)c1C	-11	-0.2	1	15	92	1.1	0.75	10	-15	-0.9
COc1ccccc1N(CC(O)COc1ccccc1C)S(=O)(=O)c1ccccc1 (centres undefined)	-2	-0.1	1	-11	108	1	0.71	2	11	-0.2
CCn1c(Cn2nnc(-c3ccccc3)n2)nnc1SCc1ccc(Cl)c(Cl)c1	-7	0.0	1	-1	96	1.1	0.75	-38	1	2.5
COc1cc(/C=C2/C(=O)N=C(N)N2C)cc(OC)c1OC	5	-0.4	-1	2	98	0.9	1.8	12	-2	0.2
CCn1ccnc1CN(C)Cc1cn(-c2ccc(C)cc2)nc1-c1cccc(C)c1	0	-0.4	-8	4	102	1	1	15	-4	0.0
O=C(NCc1ccco1)c1cc2ccccc2o1	-6	-0.2	1	10	110	1.1	1.2	1	-10	-1.5
COc1ccc2nc3ccccc3nc2c1NC(=O)c1ccccc1Cl	-2	0.3	3	17	106	1	0.59	21	-17	0.4
O=C(CCc1nc(-c2ccccc2)no1)NC1CCCCC1	-5	-0.1	0	-4	98	1	1.1	1	4	-0.9
C=CCSC1=N/C(=C\c2ccsc2)C(=O)S1	-9	-0.2	-8	6	110	1.1	1.3	12	-6	-0.5
O=C(OCN1C(=O)c2ccccc2C1=O)c1ccccc1	-6	-0.4	3	6	97	1.1	1.4	11	-6	1.0
CN(C(=O)CSc1nnc2ccccn12)c1c(N)n(Cc2ccccc2)c(=O)[nH]c1=O	0	0.4	2	1	95	1	1.1	20	-1	-0.2
CC1CCOC2(O1)C(=O)N(CN1CCN(c3ccccc3F)CC1)c1ccccc12 (centres undefined)	-7	0.0	-2	5	95	1.1	0.96	6	-5	-0.2

(cont.)
SMILES	FLuc inh counter	Hsp70 activator	HMGR II inh	APP 5'UTR act	STAT1 act	FLuc stim CS	NF-kB neuron act	G6PDH CS	APP transl inh	Redox H2O2 prof
COc1ccc(NC(=O)c2ccc3c(c2)OCO3)cc1[N+](=O)[O-]	26	1.2	-1	37	139*	0.7	1.2	11	-37	-0.8
CCOCCN1CCN(c2c(CC)c(C)nc3cc(-c4cc(OC)cc(OC)c4)nn23)CC1	-1	-0.3	-3	7	97	1	0.36	7	-7	0.4
O=C(CSc1ncn[nH]1)Nc1c(F)cc(F)cc1Br	-10	-0.3	2	1	105	1.1	0.94	3	-1	0.7
CCc1ccccc1NC(=O)/C(C#N)=C/c1ccc(Sc2ccccc2)o1	-7	0.2	-8	19	93	1.1	1.3	-2	-19	-0.2
CSc1nc(SCC(=O)NCc2ccco2)c2c3c(sc2n1)COC(C)(C)C3	-4	-0.2	-4	-16	100	1	0.93	8	16	-0.5
O=[N+]([O-])c1ccc(-c2cc(-c3ccncc3)nc3ccc4ccccc4c23)cc1	-1	0.0	-2	5	99	1	1.1	-5	-5	0.5
CCOCC(=O)Nc1ccc(S(=O)(=O)Nc2ncccn2)cc1	-3	-0.1	-6	·	103	1	1.1	7	-17	0.9
CCOC(=O)C(C)Sc1nnc(-c2ccccc2O)n1-c1ccc(C)cc1 (centres undefined)	-4	-0.4	-2	13	98	1	1.1	2	-13	2.0
CCOC(=O)c1c(C)[nH]c(C(=O)C(C)Cl)c1C (centres undefined)	3	-0.3	9.8*	18	83	1	1.3	14	-18	-0.3
Cc1ccc(NC(=O)CN(C)S(=O)(=O)c2cnc[nH]2)cc1C	8	-0.3	-4	14	100	0.9	1.4	4	-14	0.1
N#CCC(=O)N1CCN(C=O)CC1	-7	-0.2	6	16	102	1.1	1.3	8	-16	0.2
O=C(CNC(=O)c1ccc(S(=O)(=O)N2CCCC2)cc1)N/N=C/c1ccco1	1	-0.2	0	10	97	1	1.2	0	-10	-1.0
COc1ccc(NC(=O)N(Cc2cc3cc(OC)ccc3[nH]c2=O)CC2CCCO2)cc1 (centres undefined)	5	-0.1	-3	-4	103	0.9	0.39	-3	4	-0.7
O=C1CSC(=NC(=O)c2ccccc2)N1	-5	-0.3	2	1	108	1.1	1.1	3	-1	1.6
O=C(/C=C/c1ccc2ccccc2n1)N1CCN(c2ccccc2)CC1	-5	-0.3	6	10	92	1	1	-1	-10	0.8
CCOc1cc(/C=C/C(=O)c2ccc(C)cc2)ccc1OCC(=O)N(C)C	-3	0.2	-2	-15	96	1	0.7	-2	15	-0.2
C[C@H](NC(=O)OC(C)(C)C)c1nnc(SCC(N)=O)o1	-5	0.1	2	-4	89	1.1	1	2	4	3.4
COCc1ccc(C(=O)N2CCc3c([nH]c4ccccc34)C2c2ccccn2)s1 (centres undefined)	-5	0.0	-2	22	94	1	1.1	12	-22	-1.2
CC(C)N(C(=O)COC(=O)c1ccccc1C(=O)c1ccc(Cl)c([N+](=O)[O-])c1)C(C)C	-6	-0.3	3	-14	81	1.1	1.1	4	14	0.4
COc1cc2c(cc1/C=C1/NC(=O)N(CC(=O)Nc3ccccc3)C1=O)OCO2	-9	-0.4	2	-11	96	1.1	1	5	11	-0.8
CCCCCCCc1nc2c(=O)[nH]c3ccccc3c2o1	·	-0.1	·	3	102	·	·	·	-3	0.7
CCn1c(C2CC(=O)N(Cc3ccccc3)C2)nc2ccccc21 (centres undefined)	-6	-0.2	-4	-10	100	1.1	0.89	-9	10	-1.5
COc1cccc(C(=O)Nc2ccc(NC(=O)c3ccco3)nc2)c1	22	0.2	2	52	122	0.8	1.4	6	-52	-0.1
CC(C)c1ccc(CNc2ccc([N+](=O)[O-])cn2)cc1	38	0.1	-7	74	138*	0.6	2.3	3	-74	-0.7
Cc1cc(C)c2c(-n3cccc3)c(NC(=O)OC(C)C)sc2n1	-3	0.0	2	-1	103	1	1.6	3	1	3.5

Single values from the entries so far.
`COc1ccc(NC(=O)N(Cc2cc3cc(OC)ccc3[nH]c2=O)CC2CCCO2)cc1` (centres undefined) – APP transl inh: 4
`CCOC(=O)C(C)Sc1nnc(-c2ccccc2O)n1-c1ccc(C)cc1` (centres undefined) – Redox H2O2 prof: 2.0
`O=C(CNC(=O)c1ccc(S(=O)(=O)N2CCCC2)cc1)N/N=C/c1ccco1` – STAT1 act: 97
`COCc1ccc(C(=O)N2CCc3c([nH]c4ccccc34)C2c2ccccn2)s1` (centres undefined) – Hsp70 activator: 0.0

The main list resumes, starting 2 compounds before the break.
SMILES	FLuc inh counter	Hsp70 activator	HMGR II inh	APP 5'UTR act	STAT1 act	FLuc stim CS	NF-kB neuron act	G6PDH CS	APP transl inh	Redox H2O2 prof
CC(C)c1ccc(CNc2ccc([N+](=O)[O-])cn2)cc1	38	0.1	-7	74	138*	0.6	2.3	3	-74	-0.7
Cc1cc(C)c2c(-n3cccc3)c(NC(=O)OC(C)C)sc2n1	-3	0.0	2	-1	103	1	1.6	3	1	3.5
COc1cccc2c1OCC/C2=N\NC(=O)COc1ccc(C)cc1	14	-0.5	-2	11	99	0.9	1.4	3	-11	0.0
COc1ccc(/C=N/NC(=O)c2cccc(NC(C)=O)c2)c(OC)c1	2	-0.3	-7	-10	103	1	0.87	-3	10	-0.3
COc1ccc(/C=C(/C(=O)c2ccc(Cl)cc2Cl)n2cncn2)cc1	-7	-0.1	0	-3	94	1.1	1.1	9	3	-4.6
COc1ccc(-c2nn(-c3ccccc3)cc2/C=N/NS(=O)(=O)c2ccccc2)cc1	-5	0.1	1	22	102	1	1.9	-4	-22	-3.4
CCc1cc2cccc(C)c2nc1SCC(=O)c1ccc(NC(C)=O)cc1	-8	-0.5	0	6	94	1.1	0.84	-56	-6	1.7
CC(=O)Nc1ccc(NC(=O)C(C)Oc2ccc(Cl)cc2Cl)cc1 (centres undefined)	-6	-0.3	8	5	105	1.1	0.96	0	-5	-0.4
O=C(CN1CCOCC1)Nc1cc(Cl)ccc1Cl	1	-0.2	-2	-11	97	1	0.89	0	11	-0.7
c1ccc2c(c1)NC1(CCCCC1)n1c-2nc2ccccc21	5	0.3	-5	37	124	0.9	1.8	4	-37	3.5
O=C(Cn1cnc2c(cnn2-c2ccccc2Cl)c1=O)N1CCc2ccccc21	-8	-0.2	-5	-7	98	1.1	1	1	7	0.1
COc1ccc(-n2nc(C(=O)NCC(=O)NCc3ccccc3OC)c3ccccc3c2=O)c(OC)c1	-3	1.2	-1	-4	103	1	0.78	0	4	0.0
CC(C)CN(CC(C)C)S(=O)(=O)N1CCC(C(=O)NCCN2CCOCC2)CC1	-8	-0.3	0	13	102	1.1	1.1	10	-13	1.3
CCOC(=O)c1ccc2ncc(C(=O)OCC)c(Nc3ccc(N4CCOCC4)cc3)c2c1	-8	-0.3	-3	-4	98	1.1	0.37	-1	4	0.2
CS(=O)(=O)N(CC(=O)Nc1cc(Cl)ccc1Cl)c1ccccc1Cl	-10	-0.2	1	11	104	1.1	0.75	5	-11	0.0
Cc1csc(NC(=O)/C=C/c2ccco2)n1	49	0.0	4	88	147*	0.5	2.8	-7	-88	0.5
O=S(=O)(Nc1ccc2c(c1)OCO2)c1ccc(Br)s1	-4	0.0	-2	2	102	1	1.3	4	-2	0.2
CCc1ccc(N(C(=O)c2csnn2)C(C(=O)NC(C)(C)C)c2cccnc2)cc1 (centres undefined)	-2	-0.2	-7	3	99	1	1.2	11	-3	0.6
CC(C(=O)O)c1ccc(-c2ccccc2)c(F)c1 (centres undefined)	-3	0.0	-2	9&-20	98	1	1.4	4	-9&20	0.4
O=c1c2c3c(sc2ncn1/N=C/c1ccncc1)CCCC3	-4	-0.1	-2	6	116	1	1.5	-1	-6	-0.4

Screening results (PubChem BioAssay)
